# AMPAR-TARP mod: GluA2-stargazin AMPA receptor complex modulation; 40,000 tested, 3.5% active; O88602+P19491; HEK293 GluA2+stargazin, membrane potential dye (FDSS), glutamate EC50; hits were called plate by plate, in both directions; calls only at 30 µM;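 active = any of four per-well response measures lying three or more SD from its plate-wide compound average, in either direction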
# Target sequence (O88602 whole entry, looked up): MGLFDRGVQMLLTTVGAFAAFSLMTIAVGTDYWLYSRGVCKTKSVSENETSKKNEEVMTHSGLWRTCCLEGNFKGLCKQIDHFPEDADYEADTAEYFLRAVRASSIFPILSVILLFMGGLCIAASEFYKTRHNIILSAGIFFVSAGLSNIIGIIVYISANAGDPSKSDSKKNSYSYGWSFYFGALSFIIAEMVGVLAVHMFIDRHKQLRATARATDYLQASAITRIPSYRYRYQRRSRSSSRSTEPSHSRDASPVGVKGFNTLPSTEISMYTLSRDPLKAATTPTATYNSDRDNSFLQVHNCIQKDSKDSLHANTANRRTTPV
# Target sequence (P19491 whole entry, looked up): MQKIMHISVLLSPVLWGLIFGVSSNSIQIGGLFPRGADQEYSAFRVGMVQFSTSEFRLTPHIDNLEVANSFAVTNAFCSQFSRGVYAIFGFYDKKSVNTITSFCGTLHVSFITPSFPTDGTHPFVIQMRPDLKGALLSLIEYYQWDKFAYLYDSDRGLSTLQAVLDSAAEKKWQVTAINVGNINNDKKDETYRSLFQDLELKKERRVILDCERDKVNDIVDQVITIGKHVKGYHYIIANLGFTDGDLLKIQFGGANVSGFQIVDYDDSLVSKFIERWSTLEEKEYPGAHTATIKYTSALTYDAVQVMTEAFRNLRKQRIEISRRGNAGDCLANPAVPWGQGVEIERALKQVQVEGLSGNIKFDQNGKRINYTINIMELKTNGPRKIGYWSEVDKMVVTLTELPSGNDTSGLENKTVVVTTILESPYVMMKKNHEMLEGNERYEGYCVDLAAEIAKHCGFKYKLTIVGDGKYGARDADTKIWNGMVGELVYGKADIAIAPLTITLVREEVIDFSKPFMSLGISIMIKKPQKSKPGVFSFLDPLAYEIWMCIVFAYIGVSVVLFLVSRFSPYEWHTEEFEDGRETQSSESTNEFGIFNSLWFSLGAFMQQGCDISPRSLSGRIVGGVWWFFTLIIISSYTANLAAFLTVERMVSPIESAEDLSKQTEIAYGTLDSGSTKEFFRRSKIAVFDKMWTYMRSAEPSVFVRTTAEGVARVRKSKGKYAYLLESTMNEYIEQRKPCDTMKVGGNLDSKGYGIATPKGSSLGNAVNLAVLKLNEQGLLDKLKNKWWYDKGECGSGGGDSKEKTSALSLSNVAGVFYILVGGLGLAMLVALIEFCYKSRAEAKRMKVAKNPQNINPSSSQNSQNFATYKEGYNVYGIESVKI
# AMPAR-TARP mod agonism max-min: second read-out of AMPAR-TARP mod, no call of its own (marks repeat the call); compound max-min signal; compound-alone response (agonism);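 unitless range of fluorescence divided by baseline over first 100 seconds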
# AMPAR-TARP mod glutamate slope: recorded beside AMPAR-TARP mod, whose call it bears; glutamate slope, % of max; measured here: glutamate response slope, % max;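 scaled per plate between vehicle wells and maximal 1 mM glutamate control wells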
# Active calls of the source: *; i = inactive; + = active, no number. A portion of the library; rates above refer to the full screens.
Molecule,AMPAR-TARP mod,AMPAR-TARP mod agonism max-min,AMPAR-TARP mod glutamate slope
Cc1ccc(NC(=O)CCc2csc(NC(=O)c3ccco3)n2)cc1C,i,0.11,63
Cc1ccc(S(=O)(=O)N2CCOCC2)cc1[N+](=O)[O-],i,0.072,59
CC(C)Oc1ccc(C(=O)N2CCN(Cc3nnnn3-c3ccc(F)c(F)c3)CC2)cc1,i,0.12,48
Cc1cc(=O)[nH]c(-n2nc(C)c(CCC(=O)Nc3ccc(OC(F)(F)F)cc3)c2C)n1,i,0.15,57
CCOC(=O)c1c(C)[nH]c2ccc(C)cc2c1=O,i,0.091,69
Cc1cc(=O)n(CC(=O)N2CCCCC2)cn1,i,0.095,57
CCc1ccc(-c2nc(C(N)=O)c3[nH]c(=O)n(-c4cccc(OC)c4)c3n2)cc1,i,0.06,46
Cc1cc(C(=O)NCCc2csc3nc(-c4cccc(F)c4)nn23)c(C)o1,i,0.098,48
Cc1noc(C2CN(C(=O)CCC(=O)c3ccccc3)C2)n1,i,0.13,47
COc1cccc(C(=O)Nc2ccc(N3CCCCC3=O)c(C)c2)c1OC,i,0.088,47
Cc1cc(=O)[nH]c(-n2nc(C3CC3)cc2NC(=O)c2ccccc2C(F)(F)F)n1,i,0.09,58
CCCCOC(=O)C1=C(C)N(C)C(=O)NC1c1ccccc1 (configuration not stated),i,0.06,57
O=C(CCc1csc(NC(=O)c2ccc(F)cc2)n1)NC1CCCC1,i,0.1,56
O=C(c1cccc(C(F)(F)F)c1)N1CCN(c2ncnc3c2nnn3-c2ccc(F)cc2)CC1,i,0.097,57
O=C(Oc1ccccc1)N1CCC(CNS(=O)(=O)/C=C/c2ccccc2)CC1,i,0.099,59
COc1cccc(-c2cc(C(=O)NCC3CCCO3)c3c(C)nn(C4CCS(=O)(=O)C4)c3n2)c1 (configuration not stated),i,0.037,32
CC(=O)Nc1c(C(=O)NCc2ccccc2)nnn1-c1ccccc1,i,0.17,43
Cn1nnc2c(N3CCN(S(=O)(=O)c4cccc(C(F)(F)F)c4)CC3)ncnc21,i,0.06,41
CCOC(=O)NCC1CCN(C(=O)c2cccnc2SC)CC1,i,0.064,53
COc1cccc(-n2nnc3c(N4CCN(C(=O)C(C)Oc5ccccc5)CC4)ncnc32)c1 (configuration not stated),i,0.039,63

# 2 of these compounds, set out differently.
AMPAR-TARP mod	AMPAR-TARP mod agonism max-min	AMPAR-TARP mod glutamate slope	mol
i	0.097	57	O=C(c1cccc(C(F)(F)F)c1)N1CCN(c2ncnc3c2nnn3-c2ccc(F)cc2)CC1
i	0.099	59	O=C(Oc1ccccc1)N1CCC(CNS(=O)(=O)/C=C/c2ccccc2)CC1

# Just AMPAR-TARP mod agonism max-min (5 entries from above):
compound,AMPAR-TARP mod agonism max-min
CCCCOC(=O)C1=C(C)N(C)C(=O)NC1c1ccccc1 (configuration not stated),0.06
O=C(CCc1csc(NC(=O)c2ccc(F)cc2)n1)NC1CCCC1,0.1
O=C(c1cccc(C(F)(F)F)c1)N1CCN(c2ncnc3c2nnn3-c2ccc(F)cc2)CC1,0.097
O=C(Oc1ccccc1)N1CCC(CNS(=O)(=O)/C=C/c2ccccc2)CC1,0.099
COc1cccc(-c2cc(C(=O)NCC3CCCO3)c3c(C)nn(C4CCS(=O)(=O)C4)c3n2)c1 (configuration not stated),0.037

# Remaining list, next part
Molecule,AMPAR-TARP mod,AMPAR-TARP mod agonism max-min,AMPAR-TARP mod glutamate slope
O=C(NCCC(O)c1ccco1)C(=O)NCC(F)(F)F (configuration not stated),i,0.069,56
Cc1cc(NC(=O)c2ccco2)ccc1N1CCCC1=O,i,0.093,37
Cc1ccc(C2=CC(c3ccc(Cl)cc3)n3nc(N4C(=O)CCC4=O)nc3N2)cc1 (configuration not stated),+,0.1*,33*
COCCNC(=O)NC12CC3(C)CC(C)(CC(C)(C3)C1)C2,i,0.072,61
COc1ccc(S(=O)(=O)NCC(c2ccsc2)N2CCN(C)CC2)cc1C (configuration not stated),i,0.048,38
Cc1ccc(C)c(Cn2cc(C(=O)Nc3ccccc3Cl)ccc2=O)c1,i,0.05,54
COc1ccc(S(=O)(=O)CCC(=O)Nc2nnc(-c3ccco3)o2)cc1,i,0.077,71
Cc1ccc(S(=O)(=O)Nc2ccc(CC(=O)NC(C)(C)CO)cc2)cc1C,i,0.078,41
CCC(C)NC(=O)CCc1csc(NC(=O)c2cccs2)n1 (configuration not stated),i,0.1,64
COc1cccc(-c2cc(C(=O)Nc3ccc(OC)cc3[N+](=O)[O-])c3ccccc3n2)c1,i,0.11,-8
COC(=O)c1ccccc1C(=O)N(CC1CCCO1)c1nc2c(Cl)cccc2s1 (configuration not stated),i,0.066,66
CNC(=O)C1Cc2ccccc2N1C(C)=O (configuration not stated),i,0.049,49
CCCCNC(=O)C(=O)Nc1c2c(nn1-c1ccc(C)cc1C)CSC2,i,0.032,64
Cc1ccc(NC(=O)C(=O)NCC(C)(O)C2CC2)cc1C (configuration not stated),i,0.12,61
CCN1CCc2c(sc(NC(=O)COc3ccccc3)c2-c2nc3ccccc3s2)C1,i,0.13,63
COc1ccc(/C=C\C(=O)N2c3ccccc3CC2C(N)=O)cc1OC (configuration not stated),i,0.093,53
CCc1nnc2ccc(S(=O)(=O)N(Cc3ccc(OC)c(F)c3)c3ccccc3)cn12,i,0.054,69
O=C(Nc1nc(-c2ccc3c(c2)CCCC3)cs1)C1CCN(S(=O)(=O)c2cccs2)CC1,i,0.082,43
CCOC(=O)Cn1c(=O)c2c(nc3n(-c4cc(C)ccc4C)c(C)cn23)n(C)c1=O,i,0.05,36
CS(=O)(=O)c1ccc(CC(=O)Nc2ccc(-c3nc4ccccc4s3)cc2)cc1,i,0.092,47

# Entries of single compounds, looked up by structure:
# CS(=O)(=O)c1ccc(CC(=O)Nc2ccc(-c3nc4ccccc4s3)cc2)cc1 in the list: AMPAR-TARP mod: i; AMPAR-TARP mod agonism max-min: 0.092; AMPAR-TARP mod glutamate slope: 47
# COc1ccc(S(=O)(=O)CCC(=O)Nc2nnc(-c3ccco3)o2)cc1 in the list: AMPAR-TARP mod: i; AMPAR-TARP mod agonism max-min: 0.077; AMPAR-TARP mod glutamate slope: 71

# Continued:
Molecule,AMPAR-TARP mod,AMPAR-TARP mod agonism max-min,AMPAR-TARP mod glutamate slope
CC(CNC(=O)C1CCN(c2cc(Oc3ccccc3)ncn2)CC1)c1ccccc1 (configuration not stated),i,0.08,60
CC(O)(CNS(=O)(=O)c1ccc(Cl)s1)C1CC1 (configuration not stated),i,0.13,60
CCOC(=O)C1CCN(CC(O)COc2ccc(Br)cc2)CC1 (configuration not stated),i,0.071,57
Cn1c(=O)n(CCCc2ccccc2)c(=O)c2c1nc1n2CCN1c1ccccc1,i,0.08,55
O=C(NCC(=O)N1CCOCC1)c1c[nH]c2ccccc12,i,0.08,64
Cc1cc(-c2nnc(NC(=O)C3CCN(S(=O)(=O)c4ccc(F)cc4)CC3)o2)n(C)n1,i,0.11,61
O=C(c1ccco1)N1CCN(S(=O)(=O)c2ccccc2F)CC1,i,0.07,53
CS(=O)(=O)c1cccc(C(=O)Nc2nnc(CS(=O)(=O)c3ccccc3)o2)c1,i,0.087,52
COc1ccc(CNC(=O)CN2C(=O)N(c3cccc(OC)c3)S(=O)(=O)c3ccccc32)cc1,i,0.068,75
CCOC(=O)Nc1cc(-c2ccco2)nn1CCO,i,0.089,59
O=C(Nc1ccc(F)c([N+](=O)[O-])c1)c1ccc(=O)n(Cc2cccc(C(F)(F)F)c2)c1,i,0.058,62
Cc1ccc(Oc2cccc(NC(=O)Nc3cccc(C(F)(F)F)c3)c2)nn1,i,0.086,64
Cc1ccc(C)c(-c2nnc(NC(=O)Cc3ccc(S(C)(=O)=O)cc3)o2)c1,i,0.11,56
COc1ccc(C(=O)N2C(=S)C(c3ccc(C)cc3)=NC23CCCC3)cc1OC,i,0.17,55
CC(C)n1c(=O)c2nscc2n(CC(=O)Nc2ccc3c(c2)OCCO3)c1=O,i,0.13,59
COCC(C)(O)CNC(=O)c1cccn(C)c1=O (configuration not stated),+,0.13*,11*
CCOCC(=O)Nn1cnc2c(cnn2-c2cccc(Cl)c2)c1=O,i,0.077,70
O=C(NCCN1CCN(C(=O)c2ccccc2Cl)CC1)c1ccsc1,i,0.098,67
Cn1nnnc1SCC(=O)N1CCOCC1,i,0.034,42
O=C(CN1CCC(COCc2ccccc2)CC1)Nc1ccc(OC(F)(F)F)cc1,i,0.071,60
CC1(C)C2CCC1(CS(=O)(=O)NCc1ccncc1)C(=O)C2 (configuration not stated),i,0.092,66
Cc1ccc(-n2ccnc2N2CCN(C(=O)/C=C\c3ccccc3)CC2)cc1,i,0.074,42
COc1ccccc1CCNC(=O)Cc1csc(Nc2ccc(S(C)(=O)=O)cc2)n1,i,0.12,71
CC(C)NC(=O)C(=O)NCC1CCN(Cc2ccccc2)CC1,i,0.093,50
CCOC(=O)C1CCN(C2=NS(=O)(=O)c3ccccc32)CC1,i,0.098,66
CN1CCC(CNS(=O)(=O)c2ccccc2Cl)CC1,i,0.082,59
Cc1cc(C(=O)N2CCN(c3nc4c(C(C)C)cccc4s3)CC2)no1,i,0.043,54
CCC(C(=O)N1CCN(c2ncnc3c2nnn3-c2ccc(Cl)cc2)CC1)c1ccccc1 (configuration not stated),i,0.089,58
CCNS(=O)(=O)c1cc(C)c(Cl)cc1C,i,0.097,50
CCCCNC(=O)C1CCC(Cn2c(=S)[nH]c3ccccc3c2=O)CC1 (configuration not stated),i,0.1,60
CCN1CCc2c(sc(NC(=O)/C=C\c3ccccc3)c2-c2nc3ccccc3s2)C1,i,0.15,51
O=C(NCCCn1ccnc1)c1cc2c(=O)n3ccccc3nc2n1Cc1ccccc1,i,0.17,74
Cc1ccc(C(=O)Nc2c3c(nn2CC(=O)NCC2CCCO2)CSC3)cc1C (configuration not stated),i,0.14,75
Cc1nn(C2CCS(=O)(=O)C2)c2nc(-c3ccco3)cc(C(=O)NCc3cccs3)c12 (configuration not stated),i,0.13,46
CCCNC(=O)Cn1nc2c(c1NC(=O)C(=O)c1c[nH]c3ccccc13)CSC2,i,0.11,67
Cc1cc(C(=O)NCC(c2ccco2)N2CCOCC2)no1 (configuration not stated),i,0.12,37
N#CC12CC3CC(CC(C3)C1)C2,i,0.044,48
O=C(Nc1ccc(CC(=O)N2CCCC2)cc1)NC1CC1,i,0.13,32
O=C(c1ccc([N+](=O)[O-])cc1)N(Cc1ccncc1)c1nc2ccc(F)cc2s1,+,0.088*,76*
COc1ccc(-n2nnnc2SC(C)C(=O)Nc2ccc(C(C)C)cc2)cc1 (configuration not stated),i,0.098,57
COc1ccc(-c2c(NC(=O)c3cccs3)n(-c3ccccc3)nc(C)c2=O)cc1,i,0.12,51
O=C(NCc1cccc(Oc2ccc(F)cc2)c1)NCc1cccs1,i,0.088,79
CCc1ccc(NC(=O)Cn2cc(OC)c(=O)cc2CSc2ccccc2)cc1,i,0.086,60
O=C(Cc1cccc2ccccc12)NCCS(=O)(=O)N1CCN(c2ccccn2)CC1,i,0.061,43
COc1ccc(CC(=O)N2CCN(c3ccc(Nc4ccccn4)nn3)CC2)cc1,i,0.3,48
Cn1nc(NC(=O)c2ccc(F)cc2F)c2c1NC(=O)CC2c1cccs1 (configuration not stated),i,0.12,51
Cc1cc(NC(=O)C(=O)NCC(O)(c2ccco2)C2CC2)no1 (configuration not stated),i,0.11,61
O=C(CCCCn1c(=O)[nH]c2ccccc2c1=O)NC1CCN(Cc2ccccc2)CC1,i,0.097,61
Cn1nc2c(c1NC(=O)COc1ccc(Cl)cc1Cl)CCC2,i,0.081,62
CN1CCN(c2nc3c(c(=O)n(C)c(=O)n3C)n2CC(O)COc2ccccc2)CC1 (configuration not stated),+,0.19*,53*
O=S(=O)(NCC(O)(c1ccccc1)C(F)(F)F)c1cc(F)ccc1F (configuration not stated),i,0.19,39
CCc1ccc(OCCS(=O)(=O)Nc2ccc(S(N)(=O)=O)cc2)cc1,i,0.16,73
COc1ccc(-c2csc(-n3nc(C)cc3NC(=O)COc3ccccc3OC)n2)cc1OC,i,0.039,23
O=C(CN1N=NC2C(=O)N(c3ccc(Br)cc3)C(=O)C21)Nc1ccc(F)cc1 (configuration not stated),i,0.09,35
COc1cc(/C=C2/SC(=S)N(c3ccc4c(c3)OCO4)C2=O)ccc1O,i,0.042,56
O=C(NCC1CCN(C(=O)c2cccnc2)CC1)C(=O)Nc1ccc(F)c(Cl)c1,i,0.11,51
COc1cccc2cc(C(=O)NCCc3ccsc3)oc12,i,0.026,24
COC(=O)c1sc2ccccc2c1S(=O)(=O)Nc1cc(Cl)ccc1C,i,0.13,46
Cn1nc(C(=O)Nc2onc3c2CSC3)ccc1=O,i,0.16,72
O=C(Nc1ccc2c(c1)OCO2)N(CCc1ccccc1)Cc1ccccn1,i,0.18,47
CC(C)c1cc(=O)[nH]c(-n2nc(C3CC3)cc2NC(=O)C23CC4CC(CC(C4)C2)C3)n1,i,0.092,65
Cc1c(C(=O)Nc2ccc3c(c2)OCCO3)nnn1-c1ccccc1,i,0.1,60
O=C(Nc1ccc(SCc2cccc(C(F)(F)F)c2)nn1)c1ccco1,i,0.11,46
